# C8 TRAIL sens: sensitizes caspase-8 expressing cells to TRAIL. NB7+C8 cells + TRAIL, ATPlite viability luminescence. inhibition (viability loss, TRAIL sensitization), % at 10 µM. actives 1% (n = 360,000). AID 624354;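 active = compounds causing at least 50% loss of cell viability in the single-dose screen, relative to plate controls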
# Shn3 3UTR inh: Schnurri-3 reporter inhibition in Clone20 osteoblasts | Clone20 osteoblast Shn3 3'UTR firefly luciferase, 24 h | inhibition, % at 12.5 µM | actives 0.52% (n = 360,000) | AID 588674;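 active = mean inhibition of at least 75% with every replicate also reaching 75%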;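 also: 0% = median of neutral control wells and 100% = pilot-screen positive control compound; some compounds past the cut are filed as inactive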
# NR2E3 ag-1: agonists of human NR2E3 nuclear receptor; Q9Y5X4; CHO-S Gal4-NCOR/VP16-NR2E3 two-hybrid, luciferase; inhibition of corepressor binding, % at 3.98 µM; actives 0.35% (n = 360,000); AID 602229;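 active = inhibition above the mean of all tested compounds plus 3 SD, cut at about 70% in these data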;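 also: 0% = DMSO with NR2E3 transfected cells and 100% = cells lacking NR2E3 construct; higher means lower luciferase signal from less NR2E3 corepressor binding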
# Target sequence (Q9Y5X4 whole entry, looked up, the tested form may be a part): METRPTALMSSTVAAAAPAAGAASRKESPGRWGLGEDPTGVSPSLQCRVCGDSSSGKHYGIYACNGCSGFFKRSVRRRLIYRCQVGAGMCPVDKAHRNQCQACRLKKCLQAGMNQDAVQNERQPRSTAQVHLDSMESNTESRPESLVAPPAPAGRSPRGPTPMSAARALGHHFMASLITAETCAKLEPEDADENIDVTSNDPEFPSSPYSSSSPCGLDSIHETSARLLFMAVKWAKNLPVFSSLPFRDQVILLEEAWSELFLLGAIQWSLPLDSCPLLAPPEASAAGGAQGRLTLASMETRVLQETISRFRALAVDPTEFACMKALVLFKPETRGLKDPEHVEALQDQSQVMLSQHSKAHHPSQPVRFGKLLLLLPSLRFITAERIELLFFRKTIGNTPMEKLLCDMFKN
# TWEAK Fn14 block: blocks TWEAK-Fn14 interaction in a reporter cell assay; inhibition, % at 10 µM; actives 2% (n = 360,000); TWEAK-stimulated Fn14 reporter cells, luciferase luminescence, 8 h; in the data active = inhibition above about 50%
# KKLEB tox: CF airway cell cytotoxicity counter-screen | KKLEB CF airway cells viability, ATPlite luminescence, overnight; hits give low values; cells stimulated with P. aeruginosa culture filtrate | activity change (cytotoxicity), % at 5 µM | actives 0.36% (n = 360,000);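 active = corrected activity change at or below -50% at 5 µM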
# HIF-2a block: blocks HIF-2a reporter activity; 786-0 RCC cells HIF-2a reporter, luciferase luminescence, overnight; inhibition, % at 18.8 µM; actives 0.72% (n = 360,000);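 active = inhibition of the luminescence signal of 40% or more relative to plate controls, in a single-dose primary screen at 18.75 µM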
# TROY signal inh: TROY signaling inhibition; inhibition, % at 10 µM; Q293 LMP1-TROYcd NF-kB luciferase reporter, 4 h; actives 0.98% (n = 360,000);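 active = compounds whose plate-normalised and pattern-corrected inhibition of the luciferase reporter signal at the single screening dose is 50% or more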
# NR2E3 ag-2: NR2E3 (human) agonism | inhibition of corepressor binding, % at 4.78 µM | AID 2300 | GST-NR2E3/biotin-RetCOR TR-FRET, 1536-well | actives 0.12% (n = 320,000);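 active = percent inhibition above the cutoff of mean plus 3 SD of all tested compounds, set per screening campaign, cut at about 20% in these data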;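 also: 0% = DMSO wells and 100% = biotin wells as full block of FRET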
#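 System: GST-tagged NR2E3 plus biotinylated RetCOR corepressor; Buffer or medium: pH 7.5 Tris-based buffer; Probe or stimulus: RetCOR corepressor, biotinylated, 7 nM; Doses: compound at 4.8 µM, single dose; Schedule: 5 h incubation at 4 °C; Technique: time-resolved FRET; Evaluation: percent inhibition of TR-FRET ratio; Replication: one well per compound, singlicate testing.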
# Peg3 prom inh: Peg3 promoter activity inhibition. HeLa PEG-Prom luciferase reporter, luminescence, overnight. inhibition, % at 20 µM. actives 1.7% (n = 360,000). AID 588405;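 active = inhibition of at least 50% at 20 µM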
# CF NFkB block: cystic fibrosis NF-kB activation inhibition; KKLEB NF-kB-GFP reporter, PAF-induced, GFP fluorescence overnight; inhibition, % at 5 µM; actives 0.86% (n = 360,000); AID 588850;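 active = at least 50% inhibition at 5 µM, scaled per plate between neutral and stimulator controls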;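 also: PAF is a Pseudomonas aeruginosa culture filtrate used as stimulus; plate controls were PAF-stimulated DMSO wells for no effect and unstimulated DMSO wells for full effect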
# MITF TRPM1 inh: inhibitors of MITF-driven TRPM1 promoter in melanoma cells; SK-MEL-5 TRPM1 promoter luciferase, 24 h; actives 0.83% (n = 330,000); inhibition, % at 12.5 µM;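 active = mean inhibition across replicates of 60% or more, whatever share of single replicates reaches that level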; also: values of inactives mirror those of a sister screen read the other way
# * marks the source's active call; other numbers are inactive results; . = not tested or not shown; & = joins results of further samples.
SMILES,C8 TRAIL sens,Shn3 3UTR inh,NR2E3 ag-1,TWEAK Fn14 block,KKLEB tox,HIF-2a block,TROY signal inh,NR2E3 ag-2,Peg3 prom inh,CF NFkB block,MITF TRPM1 inh
N/C(=N\OC(=O)Cc1ccc(-c2ccccc2)cc1)c1cccnc1,9,8,-6,7,-1,-12,8,2,-8,-29,-4
c1ccc(CCc2nc3ccccc3[nH]2)cc1,12,-69,-22,-25,0,-191,-34,2,-202,-15,-57
COc1ccc([C@H]2CC(=O)C=C(c3ccccc3)C2)cc1OC,2,6,39,-13,-11,11,2,2,7,14,-6
COc1ccccc1N1CCN(C(=O)c2ccc(Br)o2)CC1,-13,12,-4,-1,-7,9,-2,.,17,15,5
Cn1ncc2c(Nc3cc(Cl)cc(Cl)c3)ncnc21,-10,-4,-9,-3,12,-21,-8,-4,-6,-2,11
Cc1ccc(O)c(C(=O)c2cnc3c(c2)c(-c2ccc(F)cc2)c(C#N)c(=O)n3C)c1,15,16,-29,28,-4,7,5,2,18,2,7
COc1ccc2oc(=N)c(C(=O)NCc3ccccc3)cc2c1,-7,1,-11,17,7,-27,-14,.,-28,18,14
Cc1cccc(C(=O)O/N=C(\c2ccccc2)c2cccnc2)c1,-1,-12,-1,-22,2,13,-2,0,4,-7,-2
O=C1c2ccccc2C(Nc2ccc3c(c2)OCO3)N1Cc1ccco1 (stereo not drawn),2,-4,-21,-19,9,-62,-20,-1,-57,-16,9
O=C(c1ccncc1)c1ccc(Br)cc1,-12,-3,-8,41,-5,5,1,1,31,6,7
Cc1ccc(-c2nc(CSCC(=O)N3CCOCC3)c(C)o2)cc1,1,-1,-24,4,9,-46,-4,-3,-22,-6,1
CCN(C(=O)COc1cccnc1[N+](=O)[O-])C1CCS(=O)(=O)C1 (stereo not drawn),-20,11,-14,-9,10,13,9,2,-19,-7,5
O=C(O)C1CCN(C(=O)c2ccc3c(c2)OCO3)CC1,-2,0,-2,6,7,13,14,2,15,-21,8
CCOC(=O)c1ccc(NC(=S)N(CCCN2CCN(C)CC2)Cc2cccs2)cc1,-5,21,8,9,-13,14,-1,4,4,6,-1
CCOc1ccc(C(=O)OCC(=O)Nc2cccnc2Cl)cc1OCC,1,-4,-21,-13,2,14,-1,.,5,6,-14
Cc1ccc(SCCC(=O)Nc2ccccc2C(=O)NC2CCCCC2)cc1,14,10,7,-10,1,8,-12,2,20,5,7
COCCCN(C(=O)CSCc1ccc(C)cc1)c1c(N)n(Cc2ccccc2)c(=O)[nH]c1=O,-3,30,-26,-11,-5,1,1,5,0,23,-4
Nc1nnc(SCC(=O)NC2CCCc3ccccc32)s1 (stereo not drawn),-13,-9,10,-9,9,3,21,0,21,-1,-6
CS(=O)(=O)N1CCC(NC(=O)Cc2ccccc2)CC1,0,-11,2,8,-11,5,5,-1,-9,-8,2
Clc1nc2ccccc2cc1/C=N/Nc1nc2ccccc2[nH]1,83*,-72,-74,-18,-43,-163,-76,4,-179,-19,-18
CCC(C)NC(=O)C1CCC(CNS(=O)(=O)c2ccc3c(c2)CC(C)N3C(C)=O)CC1 (stereo not drawn),-8,6,4,-3,-2,9,-13,-1,12,3,-9
Cc1ccc(-c2nc3ccccc3[nH]2)cc1NC(=O)c1sc2ccccc2c1Cl,23,-8,11,8,11,-40,-7,-1,51*,-1,0
Cc1cc(C)c(NC(=O)CNC(=O)Cc2ccc(S(=O)(=O)N3CCOCC3)s2)c(C)c1,-25,-4,-22,8,-3,10,-16,4,8,21,.
CCC1(CC)Cc2ccccc2-c2nc(CN3CCOCC3)[nH]c(=O)c21,1,7,-2,-8,-13,11,-6,-2,-4,13,8
O=C(Nc1cccc2c1C(=O)NC2=O)c1cccc(N2C(=O)CCC2=O)c1,-3,-4,-8,-15,-6,5,-23,4,11,-4,.

# Some of the entries so far, with two lines to a compound.
# Second line of a record – C8 TRAIL sens, Shn3 3UTR inh, NR2E3 ag-1, TWEAK Fn14 block, KKLEB tox, HIF-2a block, TROY signal inh, NR2E3 ag-2, Peg3 prom inh, CF NFkB block, MITF TRPM1 inh
> O=C(O)C1CCN(C(=O)c2ccc3c(c2)OCO3)CC1
    -2, 0, -2, 6, 7, 13, 14, 2, 15, -21, 8
> N/C(=N\OC(=O)Cc1ccc(-c2ccccc2)cc1)c1cccnc1
    9, 8, -6, 7, -1, -12, 8, 2, -8, -29, -4
> COCCCN(C(=O)CSCc1ccc(C)cc1)c1c(N)n(Cc2ccccc2)c(=O)[nH]c1=O
    -3, 30, -26, -11, -5, 1, 1, 5, 0, 23, -4
> Cc1ccc(-c2nc3ccccc3[nH]2)cc1NC(=O)c1sc2ccccc2c1Cl
    23, -8, 11, 8, 11, -40, -7, -1, 51*, -1, 0

# (more compounds)
SMILES,C8 TRAIL sens,Shn3 3UTR inh,NR2E3 ag-1,TWEAK Fn14 block,KKLEB tox,HIF-2a block,TROY signal inh,NR2E3 ag-2,Peg3 prom inh,CF NFkB block,MITF TRPM1 inh
CCc1ccc2[nH]c(=O)c(CN(CCN(C)C)C(=O)Nc3ccccc3)cc2c1,-12,-25,-7,-26,-5,19,28,-1,7,-2,5
CCN1CCN(C(=O)CN(CC)S(=O)(=O)c2ccc(F)cc2)CC1,-10,2,-23,7,-19,12,-12,-3,17,17,7
Cc1cccc2cc(C#N)c(SCC(=O)Nc3ccccc3N3CCOCC3)nc12,1,-27,-15,-5,0,7,-8,5,15,10,9
Nc1ccn([C@@H]2O[C@H](CNC(=O)[C@@H](N)CSCc3ccccc3)[C@@H](O)[C@H]2O)c(=O)n1,-16,-10,15,-10,3,-17,0,.,7,-9,.
CN(C)C(=O)c1cnc(Cc2c[nH]c3ccccc23)c(I)c1,0,-17,4,-7,-2,13,2,.,8,-12,.
CCC(C)NC(=O)c1cc2c(=O)[nH]c3ccc(C)cc3c2s1 (stereo not drawn),3,-13,13,-26,2,-26,-3,1,-10,-2,-2
COc1cc(NC(=S)N2CCN(C/C=C/c3ccccc3)CC2)cc(OC)c1,-12,75,15,12,-10,17,24,1,18,15,11
Cc1ccc(NC(=O)CSCC#N)cc1Cl,15,-5,-2,17,13,1,-12,-3,2,0,7
COc1cccc(NC(=O)c2sc(NC(=O)c3ccncc3)nc2C)c1,5,29,-20,27,5,-2,5,2,13,-24,12
Cc1cccc(CSc2nnc(-c3ccccn3)n2N)c1,-13,-4,-18,-25,9,-67,-40,0,-53,4,-13
COc1ccc(-n2c3c(c(=O)[nH]c2=O)C(NC(=O)c2ccncc2)(C(F)(F)F)C(=O)N3)cc1 (stereo not drawn),-5,13,-23,-5,11,10,14,-3,5,11,0
Cc1ccc(C(=O)NNC(=O)c2ccc(S(=O)(=O)N3CCOCC3)cc2)cc1,-5,1,-18,4,-1,3,1,3,0,0,5
Cc1ccc(NC(=O)COC(=O)c2cccc(C)c2[N+](=O)[O-])cc1S(=O)(=O)N1CCCCC1,7,7,13,1,4,13,32,.,0,-21,.
COc1ccc(NS(=O)(=O)c2cccc(C(=O)NCC(c3ccco3)N(C)C)c2)cc1 (stereo not drawn),3,-7,-2,-5,9,4,5,3,-14,-4,2
C/C(N)=C(/C#N)C(=O)COC(=O)c1cc(C)n(-c2ccc(F)cc2)c1C,26&22,29&14,-63&-44,-81&-116,-8&-8,-244&-171,-61&-85,10,-207,-10&1,-75&-37
C=C1CCN(c2ccc(C(=O)NCc3ccc(OC)cc3)cc2[N+](=O)[O-])CC1,10,8,6,-38,-3,-19,-26,-1,0,-8,1
CC(CCOC1=NS(=O)(=O)c2ccccc21)NC(=O)C(=O)Nc1ccccc1 (stereo not drawn),-8,-10,-28,-13,-3,-60,-29,2,-48,-2,-3
Cc1cccc2c(SCC(N)=O)nc(-c3ccccc3)nc12,-4,5,-29,-12,0,10,-14,-2,51*,-4,0
CC(C)(C)OC(=O)N1CCC[C@H]1c1nnc(SCc2ccc(Cl)cc2Cl)o1,-13,13,-39,4,-12,21,22,3,29,5,-7
CCC(=O)NC(=S)Nc1ccc(NC(=O)COc2ccccc2)cc1,-3,-9,-38,-10,-1,-51,-17,1,-2,-17,-6
O=C(Cn1cnc2c(OCc3ccccc3)ncnc21)NCC1CCCO1 (stereo not drawn),-4,-19,-12,-7,-2,-6,-5,.,14,-8,5
Cn1c(=O)c2c(ncn2CC(=O)N(Cc2ccccc2)c2ccccn2)n(C)c1=O,-5,-3,-2,-22,3,9,0,0,9,16,-4
Cc1ccsc1C(=O)NCc1ccccc1Cl,3,-19,-33,18,0,-26,-42,0,-16,4,-11
Cc1ccccc1C(=O)Nc1ccc(C(=O)N/N=C/c2ccc(O)cc2)cc1,-1,14,2,30,-2,14,5,-1,2,3,17
CCOCCCNC(=S)N1CCCC(c2nc3ccc(C)cc3[nH]2)C1 (stereo not drawn),-5,19,-12,-6,11,4,-13,2,-3,-2,10

# The results go on:
SMILES,C8 TRAIL sens,Shn3 3UTR inh,NR2E3 ag-1,TWEAK Fn14 block,KKLEB tox,HIF-2a block,TROY signal inh,NR2E3 ag-2,Peg3 prom inh,CF NFkB block,MITF TRPM1 inh
Cc1cc(C)n(CC(=O)NC2CCCc3c2cnn3-c2ccccc2F)n1 (stereo not drawn),-4,1,17,24,-11,1,-10,-1,-11,29,21
CC1(C)COC(=S)N1CCC#N,-17,-30,10,10,3,0,2,.,0,-14,-6
CC(=O)/C(C=Nc1noc(C)c1Br)=C(\C)O,-9,9,18,10,-8,7,9,-2,8,6,-9
COc1ccc(Nc2nc(N)c([N+](=O)[O-])c(NCc3ccccc3)n2)cc1,-8,-13,-4,-25,-9,-33,30,-6,14,19,-1
COC(=O)Cn1cc(S(=O)(=O)NCc2ccc(C)cc2)c2cc([N+](=O)[O-])ccc21,-13,-7,-7,13,-1,17,11,.,9,-2,-14
C1CCN=C(Nc2nc3c(s2)CCCC3)CC1,-9,-31,-75,-38,-8,-221,-29,3,-171,14,3
Cc1cc(C2(c3ccc(O)c(C)c3)OC(=O)c3ccccc32)ccc1O,-7,-14,4,11,4,36,33,-1,7,13,-18
Cc1noc(C)c1S(=O)(=O)Nc1cccc(CO)c1,-3,12,1,-1,-7,15,-4,2,-7,13,3
CCCN1C(=O)/C(=c2\sc3nc(=O)c(Cc4ccc(C)cc4)nn3c2=O)c2ccccc21,-11,0,7,1,9,13,3,-3,9,5,-2
COCCC(=O)N1CCOCC1c1cc(C(=O)Nc2ccccc2)no1 (stereo not drawn),1,-12,2,11,4,-10,-16,.,-13,7,.
C=CCOn1c(=O)c(C)[n+]([O-])c2ccccc21,-8,-8,-16,-14,-2,18,6,2,-2,5,-1
O=C(COC(=O)c1ccncc1)Nc1cc(S(=O)(=O)N2CCOCC2)ccc1Cl,-7,-20,4,0,-5,1,1,-1,0,2,-5
Cc1ccc(Nc2nc(-c3ccncc3)cs2)cc1,24,-20,-98,-27,-15,-218,-42,.,-205,32,-94
CC(C)c1ccc2c(c1)CCC1C(C)(CN)CCCC21C (stereo not drawn),22,29,-5,-21,-13,-2,-18,-1,109*,13,98*
O=C(CSc1nnc(CNC(=O)c2ccco2)o1)Nc1ccc(F)cc1,-2,-12,-33,37,7,-1,-13,-4,-7,-11,8
COc1ccc(N(C)C(=O)c2cn(C)c(=O)c3cc(OC)c(OC)cc23)cc1,-8,-13,-16,-9,-2,4,6,0,2,-3,-5

# A portion of the library (hit frequency here may not be typical).
